SK-BR-3 tox 24h: SK-BR-3 proliferation inhibitors, primary screen, cell-based, human, 24 h; SK-BR-3 viability, CellTiter-Glo ATP luminescence; active compounds read low; viability, % at 10 µM; 0.47% of 41,000 active; AID 847, 2007;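 active = viability at or below the median of all test compounds minus 3 SD, in both replicates if run twice, cut at about 45% in these data; inconclusive = duplicate replicates that disagree with each other; inactive = viability above that cutoff in every replicate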;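 note: 100% = median untreated cell wells and 0% = median positive control drug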
Starred values were filed as active, the others as inactive; u = inconclusive. An excerpt. The share of hits here may be higher or lower than overall.

SMILES	SK-BR-3 tox 24h
CCOc1ccccc1N(CC(=O)NC(C)(C)C)C(=O)Cn1nnc(-c2ccc(C)o2)n1	70
O=C(NCC1CCCCN1)c1cc(OCC(F)(F)F)ccc1OCC(F)(F)F (stereo not given)	104
O=C(C1CC1(c1ccccc1)c1ccccc1)N1CCOCC1 (stereo not given)	79
C=CCOc1cccc(C2/C(=C(\O)c3ccc(F)cc3)C(=O)C(=O)N2CCN(C)C)c1 (stereo not given)	86
Cc1ccc(CNc2ncc(-c3ccc4c(c3)OCO4)n2C)cc1	101
Cc1nc(-n2cc(F)c(=O)[nH]c2=O)c2nc(C)oc2n1	84
O=[n+]1c2c(n([O-])c3cc(F)c(F)cc31)CCCC2	61
CC1(C)CC(=O)C(C=NC2CCCCC2)=C(O)C1	108
COc1cccc(-c2cc(C(=O)Nc3ccccc3SC)no2)c1	64
COC(=O)CN1C(=O)C2(C(C#N)=C(N)Oc3cc(C)oc(=O)c32)c2ccccc21 (stereo not given)	83
O=C(Nc1ccc(N2CCN(C(=O)c3ccco3)CC2)c(Cl)c1)c1cc2ccccc2o1	63
Cc1nc2c(c(N3CCOCC3)n1)OCC(=O)N2	85
Cn1c(CSc2nnc(SCc3ccccc3)s2)nc2ccccc21	110
O=C1c2ccccc2C(=O)N1CCCC(=O)N1CCCc2ccccc21	92
Cc1[nH]c(=O)c(C#N)c(C)c1Br	99
NC(=O)CSc1nnc(Cc2ccc3c(c2)OCO3)n1C1CCCCC1	98
N#CCCN1CCN(Cn2c3ccccc3c3ccccc32)CC1	99
COc1cc(OC)c(C2N(c3ccc(Cl)c(Cl)c3)C(=O)C3CCCN32)cc1OC (stereo not given)	100
Cc1c(NC(=O)NC(C)N2C(=O)C3C4C=CC(C4)C3C2=O)c(=O)n(-c2ccccc2)n1C (stereo not given)	122
CCCCn1c(O)c(C(CC)=Nc2ccc3c(c2)CCC3)c(=O)[nH]c1=O	83

Reprinted from the part before: two compounds; new compounds follow.
SMILES	SK-BR-3 tox 24h
Cc1c(NC(=O)NC(C)N2C(=O)C3C4C=CC(C4)C3C2=O)c(=O)n(-c2ccccc2)n1C (stereo not given)	122
CCCCn1c(O)c(C(CC)=Nc2ccc3c(c2)CCC3)c(=O)[nH]c1=O	83
Cc1cc(C(=O)NC2=NCCS2)cs1	77
CCC(=O)Nc1cccc(-n2nnnc2SCC(=O)NCc2ccco2)c1	87
COc1ccc(N=C2SC(CC(=O)Nc3ccccc3)C(=O)N2CC2CCCO2)cc1 (stereo not given)	75
O=C(O)C1CCCCC1C(=O)NCCc1ccncc1 (stereo not given)	94
Cc1nc2sc(C(c3ccco3)N3CCOCC3)c(O)n2n1 (stereo not given)	101
CCCCc1nccn1CCn1ccnc1CCCC	90
Cc1ccc(NC(=O)CN2CCCCCC2)c(Br)c1	84
CSCCC(NC(=O)c1ccco1)C(=O)O (stereo not given)	97
COC(=O)[C@@H](NC(=O)NCc1cccc(OC)c1)C(C)C	88
CC(=O)N1CCN(Cc2nc3cc(NS(C)(=O)=O)ccc3n2C)CC1	101
COc1ccc(NC(=O)CN2CCN(c3ccc(F)cc3)CC2)cc1Cl	88
CC(=O)Nc1ccc(S(=O)(=O)n2nc(-c3ccc(C)cc3)nc2N)cc1	109
Cc1cc(=O)[nH]c(SCCOc2ccc(OC(C)C)cc2)n1	78
CN1CCN(C(=O)c2ccc(N(Cc3ccc(Cl)cc3)S(C)(=O)=O)cc2)CC1	77
COc1ccc(CNc2ccc(S(N)(=O)=O)cc2)c(OC)c1OC	100
CC(C)NS(=O)(=O)c1ccc(CCC(=O)O)cc1	98
O=S(=O)(NC1CC1)c1ccc(S(=O)(=O)N2CCCC(c3nc(-c4cccnc4)no3)C2)cc1 (stereo not given)	56
O=C(O)c1cc(Cl)c2ccccc2c1O	102
O=C(Nc1nnc(COc2ccc(Cl)cc2)s1)c1cccs1	96
CCn1c(SCC(=O)Nc2ccc3c(c2)OCO3)nnc1-c1ccccc1O	90
CN(C)C/C(Cl)=C(\Cl)c1ccccc1	115
c1ccc(CN2CCN(c3nc(-c4ccccn4)nc4ccccc34)CC2)cc1	73
COC(=O)c1nnn(-c2nonc2N)c1CSc1nc2ccccc2s1	106
CC1CCCN(Cc2nc3c(c(=O)n(C)c(=O)n3C)n2CC(N)=O)C1 (stereo not given)	105
COc1ccc(/C(O)=C2/C(=O)C(=O)N(CCCN(C)C)C2c2cccc(Cl)c2)cc1OC (stereo not given)	90
Cc1nc2sccn2c(=O)c1CCN1CCC(=C(c2ccc(F)cc2)c2ccc(F)cc2)CC1	86
Cc1cccc2cc(CN(Cc3ccco3)C(c3nnnn3CCc3ccccc3)C(C)C)c(=O)[nH]c12 (stereo not given)	102
O=C(c1cnn2c1NC(c1ccco1)CC2C(F)(F)F)N1CCN(c2cccc(Cl)c2)CC1 (stereo not given)	74
CCN(CC(=O)Nc1ccc2c(c1)OCCO2)C(=O)C1CCCCC1	103
Cc1ccc2nc(NC3=NCN(CCc4ccccc4)CN3)nc(C)c2c1	95
Oc1c(/C=N/c2ncn[nH]2)ccc2ccccc12	89
COc1ccc(C2(CNC(=O)CCC(=O)O)CCCC2)cc1	90
COc1ccc(C(=O)N(CC(=O)NC(C)(C)C)c2ccc3c(c2)OCCO3)cc1OC	85
COc1ccc(C=NCCC2(O)CC(C)N(C)CC2C)cc1 (stereo not given)	90
COCCN(CCOC)S(=O)(=O)c1ccc(C(=O)Nc2nnc(C3CC3)o2)cc1	82
Cn1c(-c2ccc(F)cc2)cnc1SCC(=O)N1CCCCC1	78
CN1CCN(c2nc3ccccc3nc2C(C#N)C(=O)OC2CCCCC2)CC1 (stereo not given)	68
O=C(CSc1nnc(-c2ccncc2)n1Cc1ccco1)c1ccc(Cl)cc1	u
N#Cc1ccccc1NC(=O)COC(=O)CSc1nc2ccccc2o1	113
CCc1ccc2[nH]c(=O)c(CN(Cc3ccc4c(c3)OCO4)Cc3nnnn3C3CCCC3)cc2c1	90
C=CCNc1nc(NCCN2CCOCC2)nc(N2CCOCC2)n1	95
O=C(O)CCN1/C(=C/C=Nc2ccccc2)Oc2ccccc21	119
CCCC(=O)Nc1ccc2c(c1)nc(CN1CCCCC1)n2C	93
CCSc1nnc(NC(=O)C2CCCCC2C(=O)OCC(F)(F)C(F)F)s1 (stereo not given)	98
CCOC(=O)N=S(N)(=O)c1ccccc1 (stereo not given)	103
c1csc(-c2nn3c(C4COc5ccccc5O4)nnc3s2)c1 (stereo not given)	80
CCc1nc(N2CCCCC2C)c2oc3ccccc3c2n1 (stereo not given)	96
CC1CCN(S(=O)(=O)c2ccc(NC(=O)CN3CCN(c4ccccc4)CC3)cc2)CC1	84
COc1cccc(-c2cc(C(=O)NCCN3CCOCC3)no2)c1	81
COc1ccc(Br)cc1C(=O)Nc1nnn(C)n1	106

Of the compounds above, these contain an aryl thioether with sulfur outside any ring:
SMILES	SK-BR-3 tox 24h
COc1cccc(-c2cc(C(=O)Nc3ccccc3SC)no2)c1	64
Cn1c(CSc2nnc(SCc3ccccc3)s2)nc2ccccc21	110
NC(=O)CSc1nnc(Cc2ccc3c(c2)OCO3)n1C1CCCCC1	98
CCC(=O)Nc1cccc(-n2nnnc2SCC(=O)NCc2ccco2)c1	87
Cc1cc(=O)[nH]c(SCCOc2ccc(OC(C)C)cc2)n1	78
CCn1c(SCC(=O)Nc2ccc3c(c2)OCO3)nnc1-c1ccccc1O	90
COC(=O)c1nnn(-c2nonc2N)c1CSc1nc2ccccc2s1	106
Cn1c(-c2ccc(F)cc2)cnc1SCC(=O)N1CCCCC1	78
O=C(CSc1nnc(-c2ccncc2)n1Cc1ccco1)c1ccc(Cl)cc1	u
N#Cc1ccccc1NC(=O)COC(=O)CSc1nc2ccccc2o1	113
CCSc1nnc(NC(=O)C2CCCCC2C(=O)OCC(F)(F)C(F)F)s1 (stereo not given)	98

As entered above.
SK-BR-3 tox 24h with CCSc1nnc(NC(=O)C2CCCCC2C(=O)OCC(F)(F)C(F)F)s1 (stereo not given) reads 98
SK-BR-3 tox 24h with COc1cccc(-c2cc(C(=O)NCCN3CCOCC3)no2)c1 reads 81
SK-BR-3 tox 24h with O=C(O)CCN1/C(=C/C=Nc2ccccc2)Oc2ccccc21 reads 119

Going on with the list:
SMILES	SK-BR-3 tox 24h
CCc1nc(SCC(=O)NCCc2ccccc2)n[nH]1	86
CC1Cc2ccccc2N1C(=O)C1CCN(S(=O)(=O)Cc2ccccc2)CC1 (stereo not given)	71
CCn1ncc2c1C(=O)NC1c3ccccc3C(=O)N21 (stereo not given)	103
COc1ccc(CCn2nnnc2C(C(C)C)N2CCC(C(N)=O)CC2)cc1OC (stereo not given)	63
Nn1c(SCc2cccc(C(F)(F)F)c2)nnc1-c1ccco1	105
O=C(CSc1nccn1Cc1ccccc1)Nc1nccs1	96
CCOc1ccccc1-n1c(CN2CCN(C(=O)c3ccco3)CC2)nc2ccccc2c1=O	102
COC(=O)C1(S(=O)(=O)c2cc(Br)cc3c2N(C(C)=O)CC3)CC1	93
O=C(CSc1nnnn1C1CCCC1)c1ccc2c(c1)OCCO2	64
Cn1nnc2cc(NC(=O)N3CC4(C)CC3CC(C)(C)C4)ccc21 (stereo not given)	103
Cc1ccc(NC(=O)CSc2nnc([C@@H]3CCCN3C(=O)OC(C)(C)C)o2)c(C)c1	90
CC(=O)OCC(=O)[C@@]1(O)CC[C@H]2[C@@H]3CCC4=CC(=O)C=C[C@]4(C)[C@H]3[C@@H](O)C[C@@]21C	98
CCOC(=O)c1cn(CC(=O)Nc2ccccc2C(=O)OCC)nn1	110
CC(C)NS(=O)(=O)c1ccc(OCC(=O)NCc2ccc3c(c2)OCO3)c(Cl)c1	84
COc1ccc(N2CCN(C(=O)c3cn(C)c(=O)c4c3c3ccccc3n4C)CC2)cc1	80
O=C1N(CCCCN2C(=O)C3(OCCO3)c3ccccc32)c2ccccc2C12OCCO2	65
Cn1ccnc1C(O)c1ccco1 (stereo not given)	55
CCOC(=O)CC(=O)CSc1ncc(C(=O)OCC)c(N)n1	102
COC(=O)c1ccccc1NC(=O)c1c(O)c2cccc3c2n(c1=O)CCC3	91
Cc1ccc(N2C(=O)[C@@H]3[C@H](C2=O)C2c4ccccc4C=CN2[C@@H]3C(=O)c2ccco2)cc1 (stereo not given in full)	94
Cc1cc(NC(=O)C(C)C)ncc1NC(=O)Cc1ccccc1	81
COC(=O)CN1CCN(C(=O)c2ccc(F)cc2)c2ccccc2C1	86
CS(=O)(=O)NCc1ccc(C(=O)NCc2ccccc2)cc1	111
O=C(CN1CCOCC1)OCCCc1ccccc1	111
CCC(CO)N=CC1=C(O)C(C(=O)c2ccccc2)CCC1=O (stereo not given)	100
C/C(O)=C(/N=O)C(=O)Nc1ccccc1	72
CC(=O)c1ccc(OCCCC(=O)NCC(c2ccco2)N(C)C)cc1 (stereo not given)	110
CCC(C)Sc1nc2c(c(=O)[nH]c(=O)n2C)n1Cc1ccc(Cl)cc1 (stereo not given)	79
CCOC(=O)c1c(SC)nc(SC)c2c1CCC2	97
COc1ccc(OC)c(C(=O)CSc2nc3c(c(=O)n(C)c(=O)n3C)n2C(C)C)c1	88
Cc1nnc(NC(=O)C2CCCO2)s1 (stereo not given)	98
C=CCSc1nnc2n(-c3ccccc3OC)c(=O)c3c4c(sc3n12)CCC4	74
O=C(c1ccc(=O)oc1)N1CCN(c2ccc(F)cc2)CC1	66
CCN(CC)c1ccc(-c2nc3cnccc3n2C)cc1	73
O=S(=O)(c1ccc(F)cc1)c1nc(-c2ccc(F)cc2)oc1NCCN1CCOCC1	112
Cc1ccc(S(=O)(=O)N(C)CC(=O)N2CCN(C(=O)c3ccco3)CC2)cc1	71
COCCn1c(=O)[nH]c2cc(C(=O)NCCN3CCN(c4ccccc4)CC3)ccc2c1=O	73
Cc1ccc2c(c1)N(CCC(=O)NCc1ccco1)C(=O)CO2	109
O=C(CCc1nc(-c2ccccc2F)no1)NCCN1CCOCC1	84
CC(=O)c1c(C)cc(C)c(CSc2nnc(-c3ccco3)o2)c1C	85
C=CCc1c(C)nc(SC(C)C)[nH]c1=O	91
Cc1cc(C)n(Cc2ccc(C(=O)O)o2)n1	96
COCCNc1cc(C)nc2c3c(C)cc(C)nc3nn12	69
CCc1cc(=O)oc2cc3oc(C)c(C)c3cc12	79
O=C1c2oc3ccc(Br)cc3c(=O)c2C(c2cccnc2)N1Cc1ccco1 (stereo not given)	78
CC(=O)Oc1cccc(/C=c2\sc3nc(-c4ccco4)nn3c2=O)c1	101
CSc1ccc(NC(=O)N2CC(C)OC(C)C2)cc1 (stereo not given)	87
COC(=O)c1ccc(C(C(=O)NCc2ccccc2)N(Cc2ccco2)C(=O)c2cnccn2)cc1 (stereo not given)	94
CC1(C)CC(=O)c2cnc(NC(=O)CCc3ccccc3)nc2C1	102
CCOC(=O)c1ccc(NC(=O)c2nn(CC)cc2Br)cc1	83

Additional structures
SMILES	SK-BR-3 tox 24h
COc1ccc2nc(NC(=O)CSc3nnnn3C3CCCCC3)sc2c1	110
Cc1ccccc1N(CC(=O)NCCSCc1ccco1)S(C)(=O)=O	111
CCn1c(SCC(N)=O)nnc1-c1ccco1	106
Cc1cc(C(=O)Nn2cnnc2)cs1	107
c1ccc(-n2c(SCc3nc(-c4cccs4)no3)nnc2-c2ccco2)cc1	90
COc1cc(-n2nnnc2SCC(=O)N2CCN(c3ccc(F)cc3)CC2)c(OC)cc1Cl	98
Cc1c(Cl)cccc1NC(=O)CCCCCN1C(=O)CCC1=O	87
Cc1ccccc1C(=O)NC1CCN(CC(=O)Nc2nccs2)CC1	85
CCOc1ccc2nc(NCCNC(=O)Nc3ccccc3)c(C#N)cc2c1	65
Nc1nc(CN2CCN(c3ccc(F)cc3)CC2)nc(N2CCCc3ccccc32)n1	89
CC(C)NC(=O)c1n[nH]c(=O)c2ccccc12	60
COC(=O)c1cc(C(=O)OC)cc(N2C(=O)CC(Sc3nc(C)cc(C)n3)C2=O)c1 (stereo not given)	114
CC1CCN(C(=O)CN(CCc2ccccc2)S(C)(=O)=O)CC1	71
Cc1cnc(C(=O)OCC(=O)Nc2cccc(Cl)c2)cn1	82
O=S(=O)(C/C(=C/CO)S(=O)(=O)c1ccccc1)c1ccccc1	154
COC(=O)c1ccc(C2NC(=O)NC(C)=C2C(=O)N(C)C)cc1 (stereo not given)	88
COc1ccccc1N1CCN(C(=O)c2ccc(Br)s2)CC1	106
COc1ccc(C2C3=C(N=C4SCC(=O)N42)c2ccccc2CC3)cc1 (stereo not given)	86
